ERG-DNA inh = inhibitors of human ERG Ets domain-DNA interaction | P11308 | fluorescence polarization, His-ERG Ets domain / labelled DNA | Potency, µM (highest dose often 76.9 µM), for inactives: top-dose FP activity, negative = inhibition, most hits filed as inhibitors | 370,000 tested, 0.028% active; active means well fitted inhibition curve with a large enough effect in the polarisation, with a control signal flat; inconclusive means small, poorly fitted or top-dose-only effect, or effect the other way, or a change in a side signal; inactive means no such curve, though single readings can be large or run the other way; the % refers to the polarisation;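 further: polarization taken with two DNA probes labelled with fluorescein and Texas red; potency means the concentration at half of the fitted maximal effect; % of control where 0% means no effect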
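His-tagged ERG Ets domain (1 uM in the protein solution; 300mM KCl, 50mM Tris-HCl, 1mM EDTA, 1mM DTT, pH 7.5) received compound, then a probe mix of 5 nM fluorescein-DNA and 100nM Texas-615-DNA. Fluorescence polarization was read for both dyes.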
BAZ2B block = BAZ2B (human) inhibition; AlphaScreen BAZ2B-H3K14Ac peptide displacement; Potency, µM (highest dose often 114 µM), without a hit: at the top dose activity change, negative = inhibition, hits mostly inhibitors; 360,000 tested, 4.4% active; further: potency means the concentration at half of the fitted maximal effect; on the % scale 0 is the no-effect control and ±100 the full control effect; nearly all actives have a fitted effect of over 60% in size
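Protein-peptide AlphaScreen: BAZ2B 50 nM, b-H3K14Ac 50 nM, 1x PBS pH 7.4 + 0.01% Tween-20. Preincubation 30 min RT; cpd 30 min RT (top 110 uM); beads 20 min RT, light-protected.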
Pin1 inh = human Pin1 inhibition. Q13526. Pin1 FP peptide displacement, HiFluor488, 10 min. Potency, µM (titrated, usually from 115 µM), for inactives: at the highest dose activity, negative = inhibition, hits mostly inhibitors. 390,000 tested, 0.009% active. AID 504891; active means well fitted inhibition curve with a large enough effect in the polarisation, with a control signal flat, not every such curve was filed as active; inconclusive means small, poorly fitted or top-dose-only effect, or effect the other way, or a change in a side signal; inactive means no such curve, though single readings can be large or run the other way; the % refers to the polarisation; further: potency means the concentration at half of the fitted maximal effect; on the % scale 0 is the no-effect control and ±100 the full control effect
Tb PGK inh = inhibitors of T. brucei phosphoglycerate kinase. AID 602233. PGK/GAPDH coupled, Kinase-Glo luminescence, 60 min. 380,000 tested, 0.043% active. P07378. Potency, µM (titrated, usually from 57.5 µM), for inactives: at the highest dose activity change, negative = inhibition, actives largely listed as inhibitors; further: potency means the concentration at half of the fitted maximal effect; on the % scale 0 is the no-effect control and ±100 the full control effect; nearly all actives have a fitted effect of over 60% in size
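Luminescent ATP detection (Kinase-Glo Plus) follows a 60-minute room-temperature incubation, with wells lacking PGK as controls. Buffer: 100 mM TEA (pH 7.6), 5 mM MgCl2, 0.01% Tween-20. Coupling enzyme GAPDH (100 nM final) supplies unstable 1,3-BPG in-well.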
GLS inh = blocks human kidney-isoform glutaminase activity | GLS enzymatic activity, qHTS titration | Potency, µM (doses to about 45.5 µM), for inactives: at the highest dose activity change, negative = inhibition, actives largely listed as inhibitors | 410,000 tested, 0.21% active | AID 624170; further: potency means the concentration at half of the fitted maximal effect; on the % scale 0 is the no-effect control and ±100 the full control effect
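Enzyme dispensed in phosphate buffer (45 mM, pH 8.2, 0.02% Tween-20), compounds pinned in, then 1 mM L-glutamine solution and the glutamate oxidase–HRP–Amplex Red mix added; fluorescence read immediately and again after 30 min at room temperature.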
JMJD2A Tudor = inhibitors of human JMJD2A Tudor domain | O75164 | AlphaScreen JMJD2A-Tudor / H3K4me3 peptide binding | Potency, µM (doses to about 114 µM), without a hit: top-dose activity change, negative = inhibition, actives largely listed as inhibitors | 390,000 tested, 4.4% active; further: potency means the concentration at half of the fitted maximal effect; on the % scale 0 is the no-effect control and ±100 the full control effect; nearly all actives have a fitted effect of over 50% in size
HP1b chromo inh = blocks HP1-beta chromodomain binding to methylated histone tails; AlphaScreen HP1-beta / biotin-H3K9me3 peptide binding; 390,000 tested, 0.56% active; AID 540317; Potency, µM (titrated, usually from 114 µM), for the others: at the top dose activity change, negative = inhibition, hits mostly inhibitors; further: potency means the concentration at half of the fitted maximal effect; nearly all actives have a fitted effect of over 70% in size; inactives centre near 23
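AlphaScreen: HP1-beta (50 nM) preformed 30 min with biotin-H3(1-18)K9me3 peptide (50 nM) in PBS pH 7.4, 0.01% Tween-20. Compound added for 30 min at RT, then streptavidin donor/nickel chelate acceptor beads (10 ug/mL) for 30 min.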
G9a inh = G9a (human) methyltransferase inhibition. 350,000 tested, 8.8% active. Potency, µM (series often up to 102 µM), for inactives: top-dose activity, negative = inhibition, actives largely listed as inhibitors. AID 504332. G9a H3K9 monomethylation, AlphaScreen, 2 h. Q96KQ7; further: potency means the concentration at half of the fitted maximal effect; on the % scale 0 is the no-effect control and ±100 the full control effect; nearly all actives have a fitted effect of over 75% in size
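AlphaScreen read-out: biotin-H3K9 peptide (500 nM) methylation by 20 nM enzyme with 20 uM SAM, 2 h at room temperature after 15 min compound preincubation; anti-monomethyl H3K9 antibody plus donor/acceptor beads, 10 min dark.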
PI4K2A block = PI4K2A (human) kinase inhibition; purified PI4K2A, ADP-Glo luminescence, 1 h; stronger effect = lower value; activity change, negative = inhibition, % at 76.9 µM; 420,000 tested, 0.13% active; in the data active means activity change below about -50%; inconclusive means mostly about -30% to -49%;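 further: -100% = wells without enzyme as full effect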
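Compounds are screened against recombinant PI4K2A using PI as substrate and ATP, the latter dispensed at 300 microM. Reactions run one hour at ambient temperature before ADP-Glo detection; full inhibition defined by wells lacking enzyme.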
* = called active by the depositor; i = inactive; ? = inconclusive; . = not tested or not shown; [ ] = remark or other dose. Unless noted, the call rests on the fitted dose curve; in most records, active means well fitted curve in the direction sought with a large enough effect; inconclusive means small, poorly fitted or top-dose-only effect, or another doubt; inactive means no such curve, though single readings can be large; an effect the other way counts as inactive or inconclusive. An unsorted share of the library (roughly 11% active in at least one column).

SMILES	ERG-DNA inh	BAZ2B block	Pin1 inh	Tb PGK inh	GLS inh	JMJD2A Tudor	HP1b chromo inh	G9a inh	PI4K2A block
C=CC(=O)NCc1ccc(-c2csnn2)cc1	-1%	?	-4%	5%	5%	9%	32%	8%	-3
O=C(c1ccccc1)N1CCCCC(S(=O)(=O)c2ccccc2)C1=O (stereo unspecified)	.	5%[57.1 µM]	-3%	8%[11.5 µM]	-9%	-7%	35%	36%[activator]	0
CN(C)c1cccc2c1c(NC(=O)Nc1ccc(Cl)cc1Cl)nn2C	-5%	1%	2%	-11%	-2%	-20%	25%	-10%	-2
COc1ccccc1CC(=O)N1CCN(C(=O)c2ccco2)CC1	0%	1%	-11%	i	-2%	-9%	38%	.	5
Cc1cccc(OCc2nc(CC(=O)Nc3ccc(C)c(C)c3)cs2)c1	1%	-7%	-1%	-4%	-16%	-1%	46%[activator]	2%[59 µM]	2
CCOc1cccc(NC(=O)c2ccc(S(=O)(=O)N3CCCC3)cc2)c1	-9%	-3%	-1%	-6%	1%	-20%	32%	8%[12.7 µM]	-3
CC(=O)c1ccc(S(=O)(=O)N2CCN(C(=O)/C=C/c3ccc4ccccc4n3)CC2)cc1	3%	-23%	?	-9%	2%	-15%[11.4 µM]	34%	18%[59 µM]	-10
CCc1nnc2c(NCc3ccccc3OC)nc3ccccc3n12	-6%	-18%	11%	3%	0%	-17%	28%	-4%[59 µM]	4
Cn1ncc(Br)c1C(=O)OCC(=O)Nc1nc(-c2ccccc2)cs1	-20%	19%	7%	-6%	1%	8%[57.1 µM]	14%	20%[59 µM]	-7
COc1ccc(N2CCN(CCCNC(=O)CCC(=O)N3CCOc4ccc(Cl)cc43)CC2)cc1	0%	32µM*	-3%	-5%	39%[activator]	?	-17%	.	7
CN(CC(=O)NCCCN1CCOCC1)S(=O)(=O)c1ccc(F)cc1	-2%	1%	-3%	-5%	1%	-8%	9%	24%[59 µM]	-8
CC(=O)N1C(=O)/C(=C2\SC(=S)N(NC(=O)c3ccc(O)cc3)C2=O)c2ccccc21	13%	40µM*	-16%	9%	16%	?	-4%	?	-2
CN(C)C(=O)c1cnc(-c2ccccc2)nc1-c1ccccc1	-7%	3%	0%	3%	-6%	-6%	12%	-44%[12.7 µM]	-4
COC(=O)C(C)Sc1nnc(Cc2cc(=O)[nH]c(=O)[nH]2)n1-c1cc(C)ccc1C (stereo unspecified)	2%	4%	-8%	-5%	9%	-24%	53%[activator]	?	3
Fc1ccc(CNC(=S)Nc2ccc(Cl)cc2Cl)cc1	4%	1%	1%	10%	2%	-3%	12%	14%[59 µM]	3
Cc1ccccc1OCC(=O)Nc1ccccc1-c1ccccc1	-17%	?	54%[activator]	-8%	-4%	121%[activator]	167%[activator]	?	3
COc1ccc([C@H]2C(C#N)=C([S-])N[C@](C)(O)[C@@H]2[n+]2ccccc2)cc1	24%	-25%	?	0%	-1%	56µM*	-3%	14µM*	-18
CC(C)(C)c1ccc(C(=O)Nc2ccc(C(=O)N3CCCC3)cc2)cc1	9%	-23%	-13%	-3%	4%	-19%	8%	-10%	1
COc1ccccc1-c1cc(C(F)(F)F)nc(N2CCN(c3ccccc3)CC2)n1	-6%	7%	1%	-1%	1%	7%	65%[activator]	48%[12.7 µM]	2
Cc1noc(C)c1COc1ccc(C(=O)OC(C)C(=O)Nc2ccc(S(=O)(=O)N3CCOCC3)cc2)cc1 (stereo unspecified)	-5%	10%	-3%	i	-2%	0%	32%	21%[59 µM]	-2
COc1ccc(CN(C(=O)/C=C/c2ccccc2Cl)C2CCS(=O)(=O)C2)cc1 (stereo unspecified)	-1%	-18%	-3%	-6%	2%	-15%	36%	9%[59 µM]	2
CCOC(=O)[C@@H]1[C@H]2COc3ccccc3[C@H]2N2C(=O)N(c3ccc(OC)cc3)C(=O)[C@]12C	-7%	-3%	-2%	-6%	-1%	-24%	18%	-6%	1
Cc1ccc(CC(=O)NCc2ccc(Cl)cc2)cc1	-11%	?	4%	.	-29%	?	?	-9%	0
CCOCC(=O)Nc1cccc(NC(C)=O)c1	-15%	6%	-4%	-2%	0%	1%	21%	4%[59 µM]	6
COc1cccc(C2CC(=O)Nc3cc4c(cc32)OCCO4)c1OC(C)C (stereo unspecified)	16%	-34%	-3%	i	-3%	?	?	45µM*	-2
CC1=C(C(=O)OCc2ccccc2)C(c2ccc(Cl)cc2Cl)NC(=O)N1CCCC(=O)O (stereo unspecified)	-8%	-39%	0%	-2%	-8%	-21%	66%[activator]	56µM*	6
O=C(Nc1ccccc1)C(Cc1ccccc1)N1Cc2ccccc2C1=O (stereo unspecified)	-5%	2%	-1%	1%	-5%	-3%	25%	-23%[59 µM]	-4
COc1ccccc1C(=O)Nc1ccnn1C1CCN(CCCC2CCCC2)CC1	8%	-28%	-5%	-5%	-4%	-15%	32%	10%[59 µM]	2
CC(=O)N1CCN(Cc2nc3cc(Cl)ccc3c(=O)[nH]2)CC1	10%	-30%	0%	0%	-2%	?	35%	?	3
CCCc1nnc(NC(=O)C2CC(=O)N(C3CCCC3)C2)s1 (stereo unspecified)	-21%	1%	-1%	i	-4%	-11%	-9%	22µM*	2
Cc1csc(NC(=O)c2nc3nccc(C)n3n2)n1	0%	-1%	-1%	-6%	?	?	-4%	50µM*	-22
CON(C)S(=O)(=O)c1ccc2c(c1)NC(=O)C1CCCN21 (stereo unspecified)	-7%	-27%	46%[activator]	-6%	-2%	?	41%[activator]	25µM*	-7
CCN(CC)C(=O)c1cc2c(=O)oc3ccccc3c2s1	4%	10%	5%	-5%	0%	-11%	45%[activator]	-3%[59 µM]	9
CCOC(=O)CSc1nc2ccc(C)cc2n2cnnc12	2%	1%	0%	-4%	-3%	-3%	40%[activator]	.	-2
O=C(c1cccs1)c1coc2ccc(O)c(CN3CCOCC3)c12	-11%	6%	?	-1%	58%[activator]	-28%	7%	16%[59 µM]	-1
O=C1/C(=C/c2coc3ccc(O)cc3c2=O)SC(=S)N1c1ccccc1	127%[activator]	-35%	25%	i	-10%	-24%	40%[activator]	-31%[12.7 µM]	-1
O=C1OC(/C(=C\NCc2ccccc2)[N+](=O)[O-])c2ccccc21 (stereo unspecified)	-6%	-19%	.	-2%	-1%	-18%	8%[57 µM]	-26%	5
O=c1c2ccccc2ncn1CCOCCOc1cccc(Br)c1	10%	-5%	-5%	i	1%	1%	28%	27%[59 µM]	-2
CC(C)Cc1cc(C(=O)NCCc2ccccc2)no1	-1%	20%	3%	i	0%	-1%	35%	5%[59 µM]	-5
O=C(c1ccc([N+](=O)[O-])s1)N1CCN(c2ccccc2)CC1	-7%	-13%	1%	7%	18%	-19%	3%	?	2
CCOC(=O)c1c(NC(=O)c2cc(OCC)c(OCC)c(OCC)c2)sc2c1CCCCC2	5%	14%	-12%	i	-2%	19%	71%[activator]	13%[59 µM]	6
O=C(CC(SCCO)c1ccc2c(c1)OCO2)c1cccs1 (stereo unspecified)	-3%	-30%	9%	.	2%	-17%	33%	-2%	2
COc1ccc(Cl)cc1NC(=S)NCCc1ccc(F)cc1	4%	-27%	0%	-1%	2%	-4%	43%[activator]	2%	10
Cc1cccc2sc(NC(=O)C3CCN(S(=O)(=O)c4cc([N+](=O)[O-])ccc4Cl)CC3)nc12	2%	?	?	?	?	14µM*	?	7.9µM*	-6
Cc1nc2sc(C(c3cccc(F)c3)N3CCCC(C)C3)c(O)n2n1 (stereo unspecified)	11%	-2%	-5%	0%	2%	3%	41%[activator]	12%	20

Reprinted at random: four compounds from above, in no set order.
SMILES	ERG-DNA inh	BAZ2B block	Pin1 inh	Tb PGK inh	GLS inh	JMJD2A Tudor	HP1b chromo inh	G9a inh	PI4K2A block
O=C(c1cccs1)c1coc2ccc(O)c(CN3CCOCC3)c12	-11%	6%	?	-1%	58%[activator]	-28%	7%	16%[59 µM]	-1
O=C(c1ccc([N+](=O)[O-])s1)N1CCN(c2ccccc2)CC1	-7%	-13%	1%	7%	18%	-19%	3%	?	2
CON(C)S(=O)(=O)c1ccc2c(c1)NC(=O)C1CCCN21 (stereo unspecified)	-7%	-27%	46%[activator]	-6%	-2%	?	41%[activator]	25µM*	-7
O=C(CC(SCCO)c1ccc2c(c1)OCO2)c1cccs1 (stereo unspecified)	-3%	-30%	9%	.	2%	-17%	33%	-2%	2

The list goes on.
SMILES	ERG-DNA inh	BAZ2B block	Pin1 inh	Tb PGK inh	GLS inh	JMJD2A Tudor	HP1b chromo inh	G9a inh	PI4K2A block
O=[N+]([O-])c1cccc(S(=O)(=O)NCCCN2CCOCC2)c1	-4%	-14%	2%	-3%	-1%	-9%[57.1 µM]	55%[activator]	-33%[59 µM]	-3
COc1ccc(NC(=O)c2cc3ccccc3o2)cc1OC	0%	-16%	7%	-2%	5%	?	-16%	?	0
Cc1ccc(Cl)cc1N(C)C(=O)Cn1nc(Cc2cccnc2)c2ccccc2c1=O	3%	-25%	?	i	-12%	-28%	13%	-1%[59 µM]	-9
CCOc1ccc(CN2CCN(Cc3nc(C(C)C)cs3)CC2CCO)cc1 (stereo unspecified)	7%	3%	-6%	1%	15%	-1%	40%[activator]	-4%	-20
C=CCN1CN(CCc2ccccc2)CNC1=S	-5%	0%	-1%	10%	0%	-14%	24%	0%	-1
CCCC(=O)Nc1nnc(S(=O)(=O)N(C)Cc2ccc(Cl)cc2)s1	6%	-15%	1%	-9%	5%	-9%	18%	-4%[59 µM]	-2

Screening results from PubChem BioAssay.
